# Screening results as filed in PubChem BioAssay.
# STK33 kinase inh = inhibitors of purified STK33 kinase, primary screen, biochemical, ADP-Glo luminescence, homogeneous, cell-free; MBP phosphorylation; inhibition, % at 10 µM; 0.073% of 320,000 active;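 active = inhibition at or above 25%, using the most active replicate where run in duplicate; inactive = inhibition below 25%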
# Target sequence (Q9BYT3 whole entry, looked up): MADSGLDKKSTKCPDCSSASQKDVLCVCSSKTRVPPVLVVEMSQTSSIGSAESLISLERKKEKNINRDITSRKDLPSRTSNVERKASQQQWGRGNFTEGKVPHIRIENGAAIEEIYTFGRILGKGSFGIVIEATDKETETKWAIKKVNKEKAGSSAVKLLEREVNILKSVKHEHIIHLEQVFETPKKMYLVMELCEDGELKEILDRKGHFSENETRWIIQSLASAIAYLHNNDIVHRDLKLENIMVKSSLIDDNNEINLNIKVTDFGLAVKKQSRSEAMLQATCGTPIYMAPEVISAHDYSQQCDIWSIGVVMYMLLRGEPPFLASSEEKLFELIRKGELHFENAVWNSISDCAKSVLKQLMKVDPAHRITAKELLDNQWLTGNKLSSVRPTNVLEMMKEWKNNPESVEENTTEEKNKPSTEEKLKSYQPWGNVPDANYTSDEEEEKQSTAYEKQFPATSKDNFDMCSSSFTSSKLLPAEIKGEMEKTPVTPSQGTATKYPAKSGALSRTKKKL
# KCNQ2 inh = KCNQ2 potassium channel inhibitors, primary screen, cell-based, CHO-K1, FluxOR thallium flux, B-score (AID 2156) | 20 min; active compounds read low | 1.1% of 310,000 active | B-score at 10 µM;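 active = fluorescence ratio B-score at most minus 3 library SDs, with starting brightness B-score within 2 library SDs, cut at about -5.5 in these data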
# Kir21 inh = inhibitors of mouse Kir2.1 inward-rectifier potassium channel; Inward rectifier potassium channel 2 (Mus musculus), P35561; HEK293-Kir2.1, FluxOR thallium flux fluorescence; active compounds read low; B-score at 10 µM; 0.85% of 310,000 active;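 active = fluorescence ratio B-score at or below minus 3 SD of library scores, with starting-brightness B-score within 2 SD, cut at about -4.2 in these data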;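 note: channel flux triggered by added potassium and thallium sulfate stimulus; B-score of peak minus minimum fluorescence over baseline after thallium stimulus; more negative B-score means stronger Kir2.1 block with less thallium influx; some compounds called inactive have numbers as strong as hits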
# Target sequence (P35561 whole entry, looked up): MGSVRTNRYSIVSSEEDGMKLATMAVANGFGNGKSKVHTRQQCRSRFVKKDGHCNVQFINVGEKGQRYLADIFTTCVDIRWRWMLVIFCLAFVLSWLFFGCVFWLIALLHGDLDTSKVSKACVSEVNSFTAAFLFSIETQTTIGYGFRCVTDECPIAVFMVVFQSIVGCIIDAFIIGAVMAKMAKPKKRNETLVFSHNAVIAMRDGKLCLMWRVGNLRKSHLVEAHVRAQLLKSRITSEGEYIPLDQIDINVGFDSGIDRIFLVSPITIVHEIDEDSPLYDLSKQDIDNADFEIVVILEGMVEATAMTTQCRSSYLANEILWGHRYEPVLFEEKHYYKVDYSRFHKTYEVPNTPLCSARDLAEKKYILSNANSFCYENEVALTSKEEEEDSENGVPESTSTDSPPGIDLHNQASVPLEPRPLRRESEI
# * hit, by the source's call; i = inactive; / = not tested or not shown.
SMILES,STK33 kinase inh,KCNQ2 inh,Kir21 inh
CCCc1c(C(=O)N/N=C/c2ccc(C)s2)nnn1-c1nonc1N,-0.9,i,-0.09
Cc1ccc(C)c(Nc2c(F)c(F)c(F)c(F)c2C(=O)O)c1,-1.1,i,-1.49
COCc1[nH][nH]c(=O)c1C=Nc1ccccc1,-1.7,i,0
O=C(CN1C(=O)S/C(=C\c2cc(Cl)c(O)c(Cl)c2)C1=O)Nc1ccccc1,-2.0,i,-1.45
COc1ccccc1NC(=O)c1c[nH]c2ccccc12,1.5,i,-2.42
O=C(NC1=NCCS1)c1csc2ccccc12,1.2,i,0.24
COC(=O)c1cccc(NC(=O)c2ccc3c(c2)C(=O)N(Cc2cccnc2)C3=O)c1C,-1.2,i,0.3
CC(=O)Oc1oc(-c2ccccc2)nc1/C=N/c1ccccn1,-0.3,i,-0.63
O=C(c1nc(-c2ccccc2)n(-c2ccccc2)n1)N1CCCCCC1,-2.9,i,2.29
CCC(C)NC(=O)c1cn(CC)c2ccc(S(=O)(=O)N3CCCCC3)cc2c1=O (configuration not stated),-0.1,i,-0.78
COc1ccc(N2CCN(C(c3cccs3)c3nnnn3C3CCCC3)CC2)cc1 (configuration not stated),/,i,0.86
CCOc1ccc(S(=O)(=O)N2CCC(C(=O)N3CCN(C)CC3)CC2)cc1Cl,4.5,i,0
Cc1ccc(/C=C/C(=O)Nc2nc3ccccc3[nH]2)cc1,-1.0,i,-0.83
O=C(CCN1CCCCCC1)Nc1ccc(F)cc1,-1.5,i,0.05
CC(C)C(=O)NC(=S)Nc1ccccc1N1CCN(C(=O)c2ccc(Cl)cc2)CC1,-1.1,i,-0.21
O=C1COc2ccccc2N1Cc1c(F)cccc1Cl,-0.7,i,-0.73
CCC(C)NC(=O)C1CCN(S(=O)(=O)c2cc([N+](=O)[O-])ccc2Cl)CC1 (configuration not stated),-0.7,i,-0.45
CSc1cccc(NC(=O)c2cc(S(=O)(=O)N3CCc4ccccc43)cn2C)c1,-0.9,i,1.57
CC(C)Cc1nnc(NS(C)(=O)=O)s1,-0.9,i,-0.78
O=S(=O)(NCC(c1ccco1)N1CCN(c2ccc(F)cc2)CC1)c1ccc(F)cc1 (configuration not stated),0.7,i,-1.98
O=[N+]([O-])c1ccc2nn(Cc3ccccc3)cc2c1,2.5,i,2.94
Cc1ccc2c(CN3CCC(C)CC3)cc(=O)oc2c1,-2.7,i,1.17
S=C1NCCOCCOCCOCCOCCNC(=S)NCCOCCOCCOCCOCCN1,-1.9,i,-1.2
CCOC(=O)c1ccc(N2C(=O)CC(N3CCC(Nc4ccc(F)cc4)CC3)C2=O)cc1 (configuration not stated),-0.3,i,1.82
Cc1nn2c(N3CCN(C(=O)c4ccco4)CC3)cc(C(C)(C)C)nc2c1-c1ccccc1,-1.9,-6.51*,0.51
C=CCNC(=O)Cn1nc(-c2ccccc2)ccc1=O,-0.9,i,-0.31
Cc1cc(SCc2cccc([N+](=O)[O-])c2)nc(=O)[nH]1,1.1,i,-1.33
O=C(CNc1ccc(F)cc1)N/N=C/C1CC=CCC1 (configuration not stated),0.2,i,0.31
CC(C)Cc1c(O)nc(SCCN2CCOCC2)[nH]c1=O,-2.6,i,-0.01
C/C(CCc1ccco1)=N\NC(=O)CNc1cccc2ccccc12,-1.2,i,-0.32
O=C(NCCO)c1cc2c([nH]c3ccccc32)c(-c2ccc(F)cc2)n1,6.2,i,-0.05
Cc1ccccc1-c1nnc(SCC(=O)NC2CCCC2)o1,-1.1,i,0.97
Cc1ccc(CCN2CC(C(=O)NCCCN3CCC(C)CC3)CC2=O)cc1 (configuration not stated),0.7,i,0.14
COc1cccc(-n2c(N)c(C#N)c3ccc([N+](=O)[O-])cc3c2=O)c1,-1.0,i,1.67
Cc1ccc(NCC(=O)NNC2=NCCC2)c(C)c1,-0.5,i,1.33
Cc1cc(NC(=O)CSc2nc(=O)n(CCN(C)C)c3c2CCCC3)no1,0.6,i,0.38
Cc1cc(C)n(CCCNC(=O)C2CC(=O)N(Cc3ccccc3)C2)n1 (configuration not stated),-0.9,i,0.94
CCC(C(=O)c1ccc(O)cc1)c1ccccc1 (configuration not stated),3.9,i,-5.04*
O=C(c1cc2ccccc2[nH]1)N1CCOCC1,/,i,0.83
Cc1ccccc1NC(=O)c1cccc(NC(=O)CCC(=O)O)c1,-1.0,i,0.89
CCOc1cc2[nH]c(=O)n(Cc3ccc(C(=O)NCCCN4CCC(C)CC4)cc3)c(=O)c2cc1OCC,-0.8,i,-1.09
COC(=O)c1ccc(NC(=O)CC2C(=O)N(c3ccc(C)cc3)C(=O)N2CC(C)C)cc1 (configuration not stated),-0.7,i,-0.26
O=C(CNC(=S)NC(=O)c1ccc(Br)o1)c1ccccc1,/,i,1.24
CC[N+](C)(CC)CC(O)COCC1COc2ccccc2O1 (configuration not stated),-1.4,i,0.54
O=C(O)C1CC(=O)N(CCc2c[nH]c3ccccc23)C1 (configuration not stated),-0.6,i,-0.41
Cc1ccc(-c2cc(Cc3ccc(N(C)C)cc3)c(=O)[nH]n2)cc1,-0.8,i,1.58
COc1ccc(S(=O)(=O)N2CCC(NC(=O)c3cccc(F)c3)CC2)cc1,/,i,1.48
COc1ccc(OCC(=O)NCCc2ccc(S(N)(=O)=O)cc2)cc1,-0.5,i,-0.51
CCOC(=O)c1ccc(N2N=C(C)/C(=C/C=C/c3ccco3)C2=O)cc1,-1.9,i,-0.03
CC(=O)Nc1ccc(Cc2ccc3[nH]c(=O)cc(C)c3c2)cc1,-1.7,i,2.28
O=C1CC(c2ccc(F)cc2)CC(O)=C1C1NCCc2ccccc21 (configuration not stated),-0.8,i,-0.02
Cc1cc(S(=O)(=O)N2CCCc3ccccc32)ccc1-n1cnnn1,0.4,i,-2.49
Cc1ccc(/C=N/NC(=O)C(C)NC(=O)c2ccccc2)cc1 (configuration not stated),-1.1,i,0.64
COCCOCCn1c(CCCO)nc2ccccc21,-0.5,i,-0.04
O=[N+]([O-])c1cccc(CSc2nnc3ccccn23)c1,-0.5,i,-1.53
S=c1[nH]nc(Cn2cnc3ccccc32)n1-c1ccccc1Cl,-1.4,/,0
CC(C)CCn1c(N2CCc3ccccc3C2)nc2c1c(=O)[nH]c(=O)n2C,-2.8,i,-0.46
CC1CCN(CCCOc2ccc(Br)cc2Cl)CC1,-0.5,i,-7.61*
CN(C(=O)CC1C(=O)NCCN1Cc1c(F)cccc1Cl)C1CCOCC1 (configuration not stated),1.4,i,-0.18
CC(C)Cc1nc2oc3c(NCc4cccnc4)ncnc3c2c2c1CCC2,-0.6,i,-0.54

# Next section
SMILES,STK33 kinase inh,KCNQ2 inh,Kir21 inh
CCc1nc(Nc2ccc(OC)cc2OC)c2oc3ccccc3c2n1,-0.6,i,-1.51
CC(C)C(=O)NC(=S)Nc1sc2c(c1C(N)=O)CCCC2,-0.9,i,3.97
Cc1c(Cl)cccc1NC(=S)NC(=O)CCN1C(=O)c2ccccc2C1=O,0.2,i,-1.64
O=C(CNS(=O)(=O)c1ccc(Br)s1)Nc1ccc2c(c1)OCCO2,0.8,i,-0.97
O=C1CCc2cc(S(=O)(=O)N3CCN(c4ccc(F)cc4)CC3)cc3c2N1CC3,-0.7,i,-1.5
O=c1cc(Nc2cccc(Br)c2)[nH]c(=O)[nH]1,-1.8,i,0.01
COc1ccc(N2C(=O)CC(Cc3ccccc3OC)C2=O)cc1 (configuration not stated),-0.3,i,0.97
CC(NC(=O)c1cc(=O)[nH]c2ccccc12)c1ccc(F)cc1F (configuration not stated),-1.8,i,1.26
O=C(CSc1nnc(C2CC2)n1Cc1ccccc1)NCc1ccccc1,-0.5,i,-0.05
CCN1CCN(Cc2ccc(NC(=O)c3cc(NC(=O)c4cncc(-c5ccc(C#N)cc5)c4)cc(OC)c3)cc2C(F)(F)F)CC1,0.8,i,1.04
CCOC(=O)c1cc2sccc2n1CC(=O)N1CCN(C(=O)c2ccco2)CC1,-0.3,i,0.03
CN(C)c1c([N+](=O)[O-])ncn1C,-1.8,i,-0.12
COc1ccc(-c2cc(=O)oc3cc(OC(C)C(=O)NC4CC4)ccc23)cc1 (configuration not stated),0.1,i,0.06
O=C(O)c1cccc(NC(=S)N/N=C/c2ccccc2OCc2ccc(Br)cc2)c1,0.0,i,-1.04
COC(=O)CCC(=O)Nc1cc(OC)c(OC)cc1Cc1nccc2cc(OC)c(OC)cc12,-0.4,i,1.5

# 3 structures out of the list, sorted by formula weight, lowest first.
SMILES,STK33 kinase inh,KCNQ2 inh,Kir21 inh
C/C(CCc1ccco1)=N\NC(=O)CNc1cccc2ccccc12,-1.2,i,-0.32
CCOC(=O)c1cc2sccc2n1CC(=O)N1CCN(C(=O)c2ccco2)CC1,-0.3,i,0.03
O=C(CN1C(=O)S/C(=C\c2cc(Cl)c(O)c(Cl)c2)C1=O)Nc1ccccc1,-2.0,i,-1.45

# New compounds follow:
SMILES,STK33 kinase inh,KCNQ2 inh,Kir21 inh
Cc1ccc(NC(=O)CN2C(=O)S/C(=C/c3ccc(-c4cc(C(=O)O)ccc4C)o3)C2=O)cc1C,1.1,i,-1.19
CSCCC(NC(N)=O)C(=O)Nc1ccc(C)cc1 (configuration not stated),-1.3,i,0.43
CSc1sc(C(=O)O)c2c1C(=O)CCC2,0.6,i,1.05
O=C(c1cc(-c2ccc(O)cc2)on1)N1CCOCC1,-1.5,i,-0.04
COc1ccc2c(C)cc(SCC(=O)N(C)C3CCS(=O)(=O)C3)nc2c1 (configuration not stated),0.0,i,0.8
Nc1cc(-c2ccc(Br)cc2)nn1S(=O)(=O)c1ccccc1,-0.5,i,1.69
COc1ccc2oc(C(=O)OCC(=O)NC(C)c3ccccc3)c(C)c2c1 (configuration not stated),-1.8,i,0.89
COc1ccc(CNC(=O)C2CCCN(S(=O)(=O)c3cccc4nsnc34)C2)cc1 (configuration not stated),-1.0,i,-1.34
CCOCc1nc(C)c(Cl)c(NS(=O)(=O)c2ccc(N)cc2)n1,-2.4,i,0.88
Cc1ccc(-c2[nH]ncc2C(=O)c2ccccc2C)c(O)c1,0.7,i,-1.32
CN(C)c1ccc(C(C(=O)NC2CCCC2)N(C(=O)c2ccco2)C2CC2)cc1 (configuration not stated),-1.0,i,1.2
Cc1nn(C(=O)c2cc3sccc3[nH]2)c(C)c1C,-1.4,i,0.6
COc1ccc(-c2csc(N(CCCN(C)C)C(=O)c3cccs3)n2)cc1,-0.3,i,0.39
CCN1CCN(C(=O)c2ccccc2N(Cc2ccccc2)S(=O)(=O)c2ccc(OC)cc2)CC1,-1.0,i,-2.09
CCOC(=O)C1=C(c2ccccc2)OC(N)=C(C#N)C1c1ccc(Cl)s1 (configuration not stated),-2.2,i,1.51
CCn1ncc(CN2CCN(Cc3ccc(OC)c(C)c3C)C(CCO)C2)c1C (configuration not stated),-1.7,i,0.88
O=C(CN1C(=O)C2C3C=CC(C3)C2C1=O)NCCC1=CCCCC1 (configuration not stated),-13.4,i,-2.06
C/C(N)=C(/C#N)C(=O)CSc1n[nH]c(-c2ccccc2Br)n1,0.9,i,0.04
O=C(NCc1ccc(Cl)c(Cl)c1)c1ccco1,-0.5,i,-0.22
NC(=O)COC(=O)c1ccc(-c2ccccc2)cc1,0.8,i,-0.16
CN(CCc1ccccc1)C1CCCN(C(=O)Cn2cccn2)C1 (configuration not stated),-0.4,i,-0.01
Cn1c(-c2ccc(F)cc2)cnc1SCC(=O)N1CCCc2ccccc21,1.6,i,-3.96
Cc1ccc(C(=O)Nc2ccc(C(F)(F)F)n(C)c2=O)cc1,-0.1,i,0.91
CCNc1nc(NCC)nc(N(C)N)n1,-0.9,i,1.01
COc1ccc(SCCCn2c(=O)c3c(ncn3C)n(C)c2=O)cc1,-0.7,i,0.54
CC(NC(=O)C(c1ccccc1)c1ccccc1)c1ccccc1 (configuration not stated),-1.1,i,-0.16
O=c1ccc2cc(S(=O)(=O)N3CCN(c4cc(Cl)ccc4Cl)CC3)ccc2o1,-0.1,i,1.07
CCOc1ccc(OCC)c(NC(=O)Cn2cccc2)c1,-0.8,i,0.03
CCN(CC)CCOC(=O)C1(c2ccccc2)CCOCC1,-0.7,i,-0.64
Cc1nnc(NC(=O)C(C)Sc2nncn2C)s1 (configuration not stated),0.6,i,0.28
Cn1c(SCc2nc(-c3ccc(Cl)cc3)no2)nnc1-c1ccco1,0.4,i,1.9
CCCN(CCO)Cc1cccc(Br)c1,-1.4,i,1.36
CCC(c1nnc(SCC(=O)Nc2ccc(S(N)(=O)=O)cc2)n1Cc1ccccc1)N(C)C (configuration not stated),0.3,i,0.01
S=c1[nH]nc(-c2cc(-c3ccccc3)n[nH]2)n1/N=C/c1ccc(Cl)c(Cl)c1,-3.9,i,-0.99
Cc1ccccc1-n1nc2c(c1NC(=O)C(C)(C)C)CS(=O)(=O)C2,-0.6,i,-0.28

# Reformatted: 7 of the compounds above
STK33 kinase inh,KCNQ2 inh,Kir21 inh,Compound
-1.7,i,0.88,CCn1ncc(CN2CCN(Cc3ccc(OC)c(C)c3C)C(CCO)C2)c1C (configuration not stated)
-0.4,i,-0.01,CN(CCc1ccccc1)C1CCCN(C(=O)Cn2cccn2)C1 (configuration not stated)
-1.4,/,0,S=c1[nH]nc(Cn2cnc3ccccc32)n1-c1ccccc1Cl
-0.6,i,-0.28,Cc1ccccc1-n1nc2c(c1NC(=O)C(C)(C)C)CS(=O)(=O)C2
0.8,i,1.04,CCN1CCN(Cc2ccc(NC(=O)c3cc(NC(=O)c4cncc(-c5ccc(C#N)cc5)c4)cc(OC)c3)cc2C(F)(F)F)CC1
-0.7,i,-0.64,CCN(CC)CCOC(=O)C1(c2ccccc2)CCOCC1
-0.1,i,1.07,O=c1ccc2cc(S(=O)(=O)N3CCN(c4cc(Cl)ccc4Cl)CC3)ccc2o1

# An unsorted share of the library, and some 1.9% of all compounds hit somewhere here.
